KDM5B inhibitor: inhibitors of human KDM5B histone demethylase; Q9UGL1; KDM5B demethylase, FDH-coupled NADH fluorescence (FDH is formaldehyde dehydrogenase); Potency, µM (series often up to 57.7 µM), for the others: at the highest dose activity change, negative = inhibition, most hits filed as inhibitors; hit rate 2.6% among 220,000; active means well fitted inhibition curve with a large enough effect; inconclusive means small, poorly fitted or top-dose-only effect; inactive means no such curve, though single readings can be large or run the other way; further: 0% is about no effect; nearly all actives have a fitted effect of over 70% in size
Target sequence (Q9UGL1 whole entry, looked up): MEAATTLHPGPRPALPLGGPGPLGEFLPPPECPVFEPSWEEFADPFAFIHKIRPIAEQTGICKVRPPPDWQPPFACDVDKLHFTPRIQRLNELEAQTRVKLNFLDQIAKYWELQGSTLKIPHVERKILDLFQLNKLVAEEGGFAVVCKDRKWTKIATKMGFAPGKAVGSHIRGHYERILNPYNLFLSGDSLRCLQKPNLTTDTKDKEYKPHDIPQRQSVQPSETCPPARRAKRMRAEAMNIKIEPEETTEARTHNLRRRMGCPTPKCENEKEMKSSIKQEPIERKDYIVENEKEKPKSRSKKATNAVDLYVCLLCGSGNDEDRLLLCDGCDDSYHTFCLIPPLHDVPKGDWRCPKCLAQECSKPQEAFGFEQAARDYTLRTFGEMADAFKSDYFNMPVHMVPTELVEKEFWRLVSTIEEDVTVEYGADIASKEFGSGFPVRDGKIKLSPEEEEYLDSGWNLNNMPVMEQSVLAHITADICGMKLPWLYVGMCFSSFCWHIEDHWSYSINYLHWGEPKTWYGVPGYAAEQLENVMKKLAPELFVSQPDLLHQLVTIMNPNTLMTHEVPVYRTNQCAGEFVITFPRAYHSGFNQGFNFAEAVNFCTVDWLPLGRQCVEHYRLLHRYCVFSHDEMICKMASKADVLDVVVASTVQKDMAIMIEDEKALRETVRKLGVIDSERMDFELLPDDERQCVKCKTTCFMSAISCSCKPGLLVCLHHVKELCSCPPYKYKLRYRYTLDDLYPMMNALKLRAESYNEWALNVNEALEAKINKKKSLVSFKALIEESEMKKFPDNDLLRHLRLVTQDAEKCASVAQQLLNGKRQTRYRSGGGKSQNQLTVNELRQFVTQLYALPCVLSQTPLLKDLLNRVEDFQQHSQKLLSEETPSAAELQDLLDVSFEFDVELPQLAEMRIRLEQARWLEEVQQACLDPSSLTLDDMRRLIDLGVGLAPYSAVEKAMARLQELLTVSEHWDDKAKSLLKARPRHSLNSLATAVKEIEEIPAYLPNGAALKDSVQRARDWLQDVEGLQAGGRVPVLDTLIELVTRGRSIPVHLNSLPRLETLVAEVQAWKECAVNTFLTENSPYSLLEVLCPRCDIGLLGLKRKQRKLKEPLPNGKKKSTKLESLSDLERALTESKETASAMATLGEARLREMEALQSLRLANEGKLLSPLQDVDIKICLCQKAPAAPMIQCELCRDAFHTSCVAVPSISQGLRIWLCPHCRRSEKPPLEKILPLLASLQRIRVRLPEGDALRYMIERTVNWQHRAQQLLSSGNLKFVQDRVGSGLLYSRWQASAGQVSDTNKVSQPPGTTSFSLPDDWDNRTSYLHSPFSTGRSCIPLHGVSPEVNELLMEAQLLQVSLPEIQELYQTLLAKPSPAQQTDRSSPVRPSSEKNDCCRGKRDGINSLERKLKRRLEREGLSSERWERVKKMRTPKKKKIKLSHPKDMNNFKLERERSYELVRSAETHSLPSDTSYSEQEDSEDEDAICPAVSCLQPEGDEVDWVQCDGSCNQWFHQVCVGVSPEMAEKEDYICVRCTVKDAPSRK
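KDM5BΔAP (200 nM final) in 50 mM HEPES pH 7.5, 0.01% Tween-20 was preincubated 10 min at RT with compound over a concentration range. Substrate mix (H3K4me3 12.5 µM, α-KG 25 µM, Fe²⁺, ascorbate, NAD⁺, FDH) was added, and NADH fluorescence change over 30 min gave dose-response curves.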
* hit, by the source's call; u = inconclusive; [ ] = remark or other dose. Potency means the concentration at half of the fitted maximal effect. This is a subset; the hit share may differ from the screen's.

Molecule	KDM5B inhibitor
CCOC(=O)C1C(=O)OC2(CCOC(C)(C)C2)C1C#N (stereo not given)	1.1%
COc1cc(Cl)c(NC(=O)CCS(=O)(=O)c2ccc3c(c2)NC(=O)CO3)c(OC)c1	-1.6%
O=C1CCN(Cc2ccncc2)CCCC(C(=O)NCCc2c[nH]c3ccccc23)CCN1 (stereo not given)	u
COc1cc(CN2CCc3nc(Nc4ccc5c(c4)OCCO5)ncc3C2)cc(OC)c1OC	-27.0%
Cc1ccc2nc([C@H]3CCN(C4CCC4)C3)[nH]c2c1	28.2µM*
COc1ccc(Nc2nc(C(=O)N3CCc4cc(OC)c(OC)cc4C3)cs2)cc1	0.0%
O=C1CC2(CCN(C(=O)CCn3ccccc3=O)C2)C(=O)N1 (stereo not given)	u
O=C(CCn1nnc2ccccc21)OCC(=O)c1ccc2c(c1)OCCO2	14.0%
O=C(CSc1ccccn1)c1ccc(Cl)cc1	12.3%
CCOC(=O)C1CCC(CNC(=O)Nc2c(NC3CCCCC3)c3ccccc3oc2=O)CC1 (stereo not given)	12.1%
Cc1ccsc1C=Nc1ccc(Nc2ccccc2)cc1	u
COc1ccc(-c2nc(C(C)C)nc3c2CCN(C(=O)c2ccc(C)cc2)CC3)cc1	-10.1%
Cc1nn(C)cc1-c1nc2cc(S(=O)(=O)NC(C)C)ccc2n1C(C)C	15.2%
COc1ccc(-c2nc(C(C)C)nc3c2CCN(C(=O)Nc2ccc(Cl)cc2)CC3)cc1	0.2%
O=C(NCc1ccco1)N1CCOc2ccc(CN3CCc4ccccc4C3)cc2C1	u
O=C(NCC1(c2ccccc2)CC1)c1nn(-c2ccccc2)c(=O)c2ccccc12	u
COc1ccc(CN2CCOc3nc(-c4cc(F)cc(OC)c4)ncc3C2=O)cc1	u
CN(CC(=O)Nc1ccccc1Br)C(=O)COc1ccc2ccccc2c1	8.5%
Fc1ccc(-c2cc3ncc4c(n3n2)-c2cc(Cl)ccc2OC4)cc1	-19.3%
Cn1c(-c2ccccc2)ccc1-c1ccccc1	-18.4%
O=C1Nc2ccccc2CC12CCN(Cc1ccsc1)CC2	-14.5%[86.2 µM]
COC1CN(c2ccc(C)cc2)C12CCN(C(=O)c1nccc3ccccc13)CC2 (stereo not given)	27.8%
O=C(CCc1ccccc1)N1CCC(c2n[nH]c(=O)n2-c2ccccc2)CC1	11.7%
CCOC(=O)CSc1nc2ccc(NC(=O)COc3ccccc3C)cc2s1	-16.3%
O=C(OCc1csc(-c2ccccc2)n1)C1=NN(c2ccccc2)C(=O)CC1	-26.6%
Cc1ccc2nc(NC(=O)c3cc(=O)c4cc(C)c(C)cc4o3)sc2c1	3.8%
CC(=O)N1CCN(C(=O)C[C@@H]2C[C@@H](C(C)C)[C@H](CNC(=O)c3cncnc3)C=C2C)CC1	-10.0%
CCc1nc2c(c(-c3ccc(O)cc3)n1)CCN(Cc1cccn1C)CC2	-2.8%
COC(=O)c1ccc(COc2ccc(/C=C(/CC(=O)O)c3nc4ccccc4s3)cc2)cc1	u
COC(=O)c1cc(S(=O)(=O)N(C)CC(=O)Nc2ccccc2F)cn1C	-1.5%
CCc1ccc(C(=O)c2cn(CC(=O)Nc3ccc(F)c(F)c3)c3cc(OC)c(OC)cc3c2=O)cc1	-50.2%
CC1=C(C#N)C(NC(=O)c2ccccc2)(C(F)(F)F)C(=O)N1 (stereo not given)	-23.6%
O=C(Nc1ccc(Cl)nc1)c1cccn2nccc12	35.5µM*
CCc1ccc(CN(Cc2ccco2)C(=O)c2ccccc2Cl)cc1	u
O=C(CCn1ccn2nc3c(c2c1=O)CCCC3)NCc1ccc(F)cc1	27.8%
CC(C)c1ccc(NC(=O)CN(C)S(=O)(=O)c2ccc3c(c2)n(C)c(=O)c(=O)n3C)cc1	-4.0%
CN(CC(=O)O)S(N)(=O)=O	-4.4%
CSc1nc(N2CCCC2)c2c3c(sc2n1)COC(C)(C)C3	23.8%
N#C/C(=C\c1ccc(-c2ccc(C(=O)O)cc2)o1)C(=O)Nc1ccccc1C(=O)O	u
COc1ccc(CNC(=O)c2cc(-c3ccc(Br)s3)nc3ccccc23)cc1	15.4%
CCc1cc(=O)oc2cc(OC(C)C(=O)O)c(Cl)cc12 (stereo not given)	-5.4%
CN(C)c1ccc(CNC(=O)c2cnc3sc(N4CCOCC4)nn3c2=O)cc1	-25.6%
CC1CCCCN1c1nc2nnnn2c2sc3c(c12)CCN(Cc1ccccc1)C3 (stereo not given)	u
Cc1ccc(C)c(CN2C(=O)c3ccccc3Sc3ccc(C(=O)NC4CCCC4)cc32)c1	-7.9%
O=C(NCc1ccc2c(c1)OCO2)c1ccc2c(c1)N(Cc1cccc(Cl)c1)C(=O)c1ccccc1S2=O (stereo not given)	-22.9%
CC(C(=O)NCc1ccco1)C1CCOCC1 (stereo not given)	-14.4%
COc1ccccc1-c1c(C)nn2c(C(F)(F)F)cc(-c3ccccc3)nc12	u
COc1cccc(CNC(=O)[C@@H]2C[C@@H](O)CN2C2CCN(C(=O)Cc3cccc(OC)c3)CC2)c1	20.5%
Cc1ccc2c(n1)N(C)[C@H](CO)CCN(Cc1ccc(OC(F)(F)F)cc1)C2	-2.0%[86.2 µM]
CC(C)NC(=O)c1ccc(N2CC3CC(C2)[C@H]2CCCC(=O)N2C3)nc1 (stereo not given in full)	u
CCCC(NCc1ccco1)c1ccccc1 (stereo not given)	13.1%
CCc1ccc(CNC(=O)c2ccc(CS(=O)c3ccc(Br)cc3)o2)cc1 (stereo not given)	-18.0%
Cc1noc2c(NCCN(C)C)cc(-c3ccccn3)nc12	-22.6%[86.2 µM]
CN(Cc1ccc(F)cc1)C(=O)c1ccc(Cl)nc1	-4.2%[86.2 µM]
CCCCCN(Cc1ccc(F)cc1)C(=O)Nc1ccc(N(C)C)nc1	u
O=C(NCc1ccccc1)C(=O)N1CCN(C(=O)c2cc3ccccc3[nH]2)CC1	-22.6%
Oc1ccc(-c2nc(-c3ccc4c(c3)OCCCO4)cs2)cc1	u
CN(C)CCOCC1(C)COc2ccc(C(=O)Nc3cccc(N(C)C)c3)cc2N1 (stereo not given)	u
COc1ccc(Nc2nc(N3CCN(c4ccc(F)cc4)CC3)nc3c2cnn3C)cc1	u
Cc1cccc(N2CCN(c3ccc4cc(S(=O)(=O)N5CCC(C)CC5)ccc4n3)CC2)c1C	-16.8%

The results go on.
Molecule	KDM5B inhibitor
O=C(c1ccc(F)c(F)c1)N1CCN(Cc2nnnn2C2CC2)CC1	-2.5%
CCOc1ccc(S(=O)(=O)N(CC(=O)NCc2ccccc2OC)c2ccccc2)cc1	-16.3%
Cc1cn[nH]c1C#N	1.9%
CS(=O)(=O)N1CCC(OC2CCN(C(=O)C3CCOC3)CC2)CC1 (stereo not given)	-10.6%
O=C(NNC(=S)NC(=O)c1ccc(F)cc1)c1ccc(Cl)cc1	u
COc1ccc(C(C(=O)NC(C)(C)C)N(C(=O)CNC(=O)c2cccs2)c2cccnc2)cc1OC (stereo not given)	8.2%
COC(=O)C(C)N1C(=O)S/C(=C/c2ccc(C)cc2)C1=O (stereo not given)	-24.5%
COCCCNC(=O)CSc1nc2cc3c(cc2c(=O)n1CCCCCC(=O)NCc1ccc(OC)cc1)OCO3	-11.1%
COc1ccc2oc(=O)c(-c3nc(-c4cccs4)no3)cc2c1	u
CCCCCC(=O)Nc1ccc2oc(-c3ccncc3)nc2c1	u
COc1cccc([S+](=O)([O-])N2CCC3(CC2)C(=O)NN=C3C2CC2)c1	13.0%
O=C(c1ccc(Cl)cc1)N1CC[C@H]2COC(=O)N2c2cc(F)ccc2C1	-0.4%[86.2 µM]
Cc1ccc(-n2c(SCC(=O)Nc3ccccc3F)nc3c(=O)[nH]cnc32)cc1	9.1%
Cc1cccc(-n2c3nc(=O)[nH]c(=O)c-3cc3c(Cl)cccc32)c1C	u
CN(Cc1cnccn1)C(=O)c1sc2cccc(F)c2c1Cl	-6.3%
Cc1[nH]n(C)c(=O)c1N=Nc1ccc(S(C)(=O)=O)cc1	-15.9%
Cc1ccc(C)c(NC(=O)c2cnn(-c3ccc(F)cc3F)c2C2CCNCC2)c1	-28.4%
CC(C)C[C@@H](NC(=O)C1=C[C@@H](NC(=O)c2cccs2)[C@@H](O)[C@H](O)C1)C(N)=O	-24.8%[86.2 µM]
COc1ccc(C(=O)N2CCc3cc(OC)c(OC)cc3C2COc2ccccc2OC)cc1 (stereo not given)	-0.1%
CCn1cc(S(=O)(=O)Nc2ccn(Cc3ccccc3Cl)n2)c(C)n1	-9.4%
CN(C)c1ccc(C(=O)N2CCN3C(=O)c4cc(-c5ccc6c(c5)OCO6)ccc4NC(=O)[C@H]3C2)cc1	35.5µM*
COCCN1Cc2ccc(NCc3ccccc3)nc2C(C)(C(=O)NC2COC2)C1 (stereo not given)	u
CC(C)CCNC(=O)Cn1cc(C#N)c2ccccc21	18.4%
Cc1noc2c(N3CCOCC3)cc(-c3ccsc3)nc12	-12.7%[86.2 µM]
COc1ccccc1Nc1nc(-c2ccc(F)cc2)c2c(n1)-c1ccccc1OC2	10.6%
Cc1ccc(S(=O)(=O)NC(=O)N(C)C2CCCCC2)cc1	25.6%
Cc1ccc(-n2nc(C)c3c(C)c(CCC(=O)NCc4ccccc4Cl)c(C)nc32)cc1C	-27.8%
CN=c1scc(C)n1/N=C/C1CCCCC1	-24.7%
O=C(c1ccco1)N1CCC(Cc2nc(C3CCOCC3)no2)CC1	-10.3%
CCOc1ccc(NC(=O)Cn2c(=O)n(CCCCC(=O)NCCc3ccc(Cl)cc3)c(=O)c3ccccc32)cc1	0.7%

KDM5B inhibitor: what is marked active above
Molecule	KDM5B inhibitor
Cc1ccc2nc([C@H]3CCN(C4CCC4)C3)[nH]c2c1	28.2µM*
O=C(Nc1ccc(Cl)nc1)c1cccn2nccc12	35.5µM*
CN(C)c1ccc(C(=O)N2CCN3C(=O)c4cc(-c5ccc6c(c5)OCO6)ccc4NC(=O)[C@H]3C2)cc1	35.5µM*

New compounds follow:
Molecule	KDM5B inhibitor
COc1cc2c(cc1OC)-c1c(c(C(=O)N3CCC(C(N)=O)CC3)nn1-c1cccc(Cl)c1)C2	u
Cc1ccccc1C(=O)Nc1ccc([C@H]2OCC(=O)N(CC(C)C)[C@@H]2CO)cc1	-15.6%[86.2 µM]
COc1ccc2[nH]c(=O)c(CN(C)C(=O)c3cccs3)cc2c1	u
Nc1ccc(Cl)cc1C(=O)OCC(=O)NC1CCS(=O)(=O)C1 (stereo not given)	u
CCOc1ccccc1CNc1ccc(N2CCOCC2)c(C(=O)O)c1	3.2%
CCOC(=O)c1ccc2[nH]c(CSCC(=O)Nc3cccc(Cl)c3C)cc(=O)c2c1	-5.3%
COc1ccc(S(=O)(=O)N2CCc3nc4cc(-c5ccccc5)[nH]n4c(=O)c3C2)cc1	u
O=C(O)c1cc(-c2cccc(Cl)c2)nc2ccccc12	14.9%
O=S(=O)(c1ccc(S(=O)(=O)N2CCC3(CC2)OCCO3)cc1)N1CCCC1	22.7%
CCOC(=O)c1[nH]c(C)c(C(=O)OCc2ccc(C(N)=O)cc2)c1C	28.3%
O=C(O)C1CCN(S(=O)(=O)c2cc(Cl)ccc2Cl)CC1	25.0%
O=C(NCCc1noc(C2CCCO2)n1)c1cnc(-c2cccnc2)nc1 (stereo not given)	11.0%
CCOc1ccc(OCC)c(-n2cnnn2)c1	u
COc1ccc(CNC(=O)C(=O)Nc2ccc(C)cc2C)cc1	7.3%
COc1ccc(C)cc1NC(=O)c1nc(-c2ccccc2)oc1C	9.7%
Cc1ccc(NC(=O)C(=O)NCC2CCCO2)cc1C (stereo not given)	-18.6%
CCn1nc(C(=O)N(C)Cc2cccc(OC)c2)c2ccccc2c1=O	7.4%
O=C(c1ccc(C(F)(F)F)cc1)N1CCn2c(nnc2C2CCCNC2)C1 (stereo not given)	46.4%[activator]
Clc1cccc(N2CCN(c3ncnc4c3nc3n4CCCC3)CC2)c1	u
CC1CCN(C(CNC(=O)c2cc3ccccc3oc2=O)c2cccs2)CC1 (stereo not given)	14.9%
Cc1oc(C(C)C)cc1C(=O)N1CC[C@](C)(O)[C@@H](O)C1	-23.3%
CCCCc1nnc2sc(-c3ccc(OCC)c(OCC)c3)nn12	-4.2%
Cc1cccc(C(=O)NCCc2nc3ccccc3n2Cc2ccccc2Cl)c1	0.0%
CCOc1ccccc1NC(=O)Cn1c(=O)nc(-c2ccccc2F)c2cc(Cl)ccc21	-12.9%
CCOCCn1c(N2CCCCCC2)nc2c1c(=O)[nH]c(=O)n2C	3.8%
Cn1c(SCC(=O)NC(=O)NC2CCCC2)nnc1-c1ccc(C(C)(C)C)cc1	12.0%
O=C(CC(c1cccs1)N1Cc2ccccc2C1=O)Nc1ccc(F)cc1F (stereo not given)	-33.8%
CCOC(=O)c1c(C)[nH]c(CCC(=O)NCCCN2CCN(c3ccc(F)cc3)CC2)c1C	u
CCc1cc(=O)n(CC(=O)N(C)c2cccc(C)c2)c(-c2ccccc2)n1	-11.9%
COc1ccc(N2C(=O)C3C(C2=O)C(C(=O)c2ccc(Cl)cc2)N2CCCC32)cc1 (stereo not given)	-6.8%
O=C(Cn1nc2n(c1=O)CCCC2)N1CCN(c2ccccc2F)CC1	3.2%
COC(=O)c1sc2cccc(F)c2c1S(=O)(=O)N1CCN(c2cc(C)ccc2C)CC1	-16.1%

Assay outcomes: PubChem, National Center for Advancing Translational Sciences (NCATS)
